ABCB6 inh 2: human ABCB6 transporter inhibition; K562-ABCB6 porphyrin accumulation, flow cytometry, 1 h; active compounds read low; fluorescence ratio to DMSO, % at 10 µM; 0.19% of 360,000 active;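 active means fluorescence ratio to DMSO below 75%, the collection mean minus 3 SD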;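 further: signal is porphyrin accumulated inside mitochondria; 100% equals median channel fluorescence of DMSO control wells; lower ratio means ABCB6 inhibition with less porphyrin fluorescence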
aDG glyco up: increases alpha dystroglycan glycosylation; Pro5-aDG cells, alpha-DG glycosylation AlphaScreen (IIH6); 0% Pro5, 100% B10-LARGE cell signal; activation, % at 10 µM; 0.22% of 360,000 active;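 active means activation of at least 8% versus controls, or a plate z-score of at least 8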;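 further: Pro5 are CHO cells carrying HIG-tagged alpha-DG that lacks glycosylation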
HTR2A ag: agonists of mouse serotonin 5-HT2A receptor (HTR2A); CHO-K1 mHTR2A beta-arrestin complementation, luminescence; percent of 30 µM serotonin response; 0.66% of 360,000 active; P35363; AID 624169; activation, % at 7.6 µM;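 active means activation above a run cutoff, the mean activation of all tested compounds plus 3 SD, cut at about 14% in these data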;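 further: 0% = plate median of compound wells and 100% = 30 µM serotonin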
PDI turbidity: blocks human protein disulfide isomerase activity. P07237. PDI insulin aggregation turbidity, A650, 90 min. inhibition, % at 10 µM. 0.052% of 350,000 active;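 active means mean inhibition across replicates of 30% or more, whatever share of single replicates reach that level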;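 further: absorbance from insulin aggregation driven by PDI reduction with DTT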
Target sequence (P07237 whole entry, looked up): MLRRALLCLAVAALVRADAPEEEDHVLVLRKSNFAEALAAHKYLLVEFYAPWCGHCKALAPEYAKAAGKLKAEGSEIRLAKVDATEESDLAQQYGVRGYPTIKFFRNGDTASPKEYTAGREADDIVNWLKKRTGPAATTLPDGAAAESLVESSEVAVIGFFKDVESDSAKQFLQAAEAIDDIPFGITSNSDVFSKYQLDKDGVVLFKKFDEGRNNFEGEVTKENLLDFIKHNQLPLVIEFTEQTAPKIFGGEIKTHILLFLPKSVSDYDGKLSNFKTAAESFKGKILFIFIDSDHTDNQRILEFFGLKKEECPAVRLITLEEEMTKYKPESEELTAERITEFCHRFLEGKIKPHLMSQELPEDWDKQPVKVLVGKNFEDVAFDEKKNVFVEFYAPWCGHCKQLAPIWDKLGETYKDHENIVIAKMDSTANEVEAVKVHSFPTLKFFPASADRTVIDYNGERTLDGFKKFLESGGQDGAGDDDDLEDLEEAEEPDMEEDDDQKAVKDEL
Cardio protect: modulators protecting cardiomyocytes from myocardial damage | H9c2 cardiomyocytes, H2O2 injury protection, ATPLite, 2 h | protection from H2O2 cell death, % at 20 µM | 0.63% of 360,000 active | AID 588492;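 active means compounds giving at least 50% protection of heart cells from peroxide-induced death in the single-dose screen, raw or plate-pattern-corrected value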;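 further: 0% = DMSO wells with peroxide and 100% = DMSO wells without peroxide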
MC4R ag barr: human MC4R agonism via beta-arrestin | activation, % at 8.9 µM | 0.98% of 360,000 active | U2OS MC4R beta-arrestin complementation, luminescence; percent of melanotan II response, DMSO zero;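 active means activation above a per-plate cutoff, the mean activation of sample wells on that plate plus 3 SD, cut at about 8% in these data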
Target sequence (P32245 whole entry, looked up): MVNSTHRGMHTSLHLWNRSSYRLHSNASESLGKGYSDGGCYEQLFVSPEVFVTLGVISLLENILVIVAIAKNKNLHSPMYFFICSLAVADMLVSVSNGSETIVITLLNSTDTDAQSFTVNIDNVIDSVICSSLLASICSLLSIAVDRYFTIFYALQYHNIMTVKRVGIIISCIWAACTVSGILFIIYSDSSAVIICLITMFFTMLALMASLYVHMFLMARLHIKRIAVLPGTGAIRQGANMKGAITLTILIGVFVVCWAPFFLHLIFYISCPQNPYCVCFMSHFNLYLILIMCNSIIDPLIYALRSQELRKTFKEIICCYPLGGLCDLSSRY
CaV13 ICDI inh: Primary screen for inhibitors of IQ motif and Ca2+-dependent inactivation inhibitor domain binding in CACNA1D, Förster resonance energy transfer in living cells, …; inhibition, % at 12.3 µM; HEK cells, CFP/YFP FRET ICDI-IQ, plate reader, 10 min; percent FRET-ratio fall versus neutral wells; 0.098% of 340,000 active;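 active means mean replicate inhibition of at least 30% and at least 1% of replicates passing that level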;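 further: 0% = median of the neutral control wells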
Vif inh: blocks HIV Vif function; inhibition, % at 7.49 µM; 0.35% of 340,000 active; HEK293T cells, Vif self-association by quenched fluorescence, imaging, 24 h; in the data active means inhibition above about 50%, passing the limit was not always enough; further: some results filed as inactive read as strong as hits
Glyco luc inh: N-linked glycosylation inhibition | AID 588692 | D54 ERlucT glycosylation luciferase reporter, 24 h; percent of 100 nM tunicamycin response | 0.23% of 360,000 active | reporter increase, % at 12.5 µM;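 active means mean luciferase reporter signal, scaled so untreated is 0 and the glycosylation-blocking control 100, at or above a set limit in every replicate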;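 further: luciferase carries N-glycosylation sites so blocking glycosylation raises the light; 0% = median of neutral control wells and 100% = median of 100 nM tunicamycin wells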
MC4R antag cAMP: blocks human MC4R cAMP signaling; MC4R-expressing cells, MTII-stimulated cAMP, LANCE TR-FRET; inhibition, % at 6.5 µM; 0.48% of 360,000 active;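 active means inhibition above its plate's cutoff, the mean of tested wells on that plate plus 3 SD, cut at about 29% in these data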;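 further: 0% = Melanotan II alone and 100% = Melanotan II plus saturating MCL0020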
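Assay system: U2OS-MC4R stable cell line; Also added: Melanotan II; Technique: Eu-cAMP/anti-cAMP TR-FRET, emission 671 nm; Times: 30-min compound, 1-h challenge, 1-h detection, room temperature.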
Numbers without * were called inactive; . = not tested or not shown.

structure,ABCB6 inh 2,aDG glyco up,HTR2A ag,PDI turbidity,Cardio protect,MC4R ag barr,CaV13 ICDI inh,Vif inh,Glyco luc inh,MC4R antag cAMP
Cc1ccc(S(=O)(=O)N2[C@@H](c3ccc(C(C)(C)C)cc3)C(C(=O)O)=CC[C@H]2c2ccc(Cl)c(Cl)c2)cc1,99,-0.2,0,-7,2,7.5,-8,-1,-1,-7
O=C1CCC2(CCCCC2)N1,99,0.1,-1,0,-2,-1.7,-7,9,2,13
O=C(COC(=O)COc1ccc2c(c1)CCC2)Nc1ccccc1,98,-0.1,2,5,-4,1.4,-2,-8,0,18
COc1ccc(CCC(=O)Nc2nc3ccccc3[nH]2)cc1OC,98,-0.3,4,0,1,0.7,.,-6,2,13
O=C(CSc1nnc2ccccn12)Nc1cccc(S(=O)(=O)N2CCOCC2)c1,96,-0.1,4,1,1,0.7,-3,2,0,-1
CCOC(=O)C1CCN(C(=O)Cn2nc(CC)n3cccc3c2=O)CC1,97,0.0,2,0,6,-2.8,-3,-4,-2,10
O=C(NCCc1ccccn1)c1ccc2nc(Cc3ccccc3F)oc2c1,100,0.4,-5,6,6,1.3,-4,2,-2,2
CC(NC(=O)c1cccc(OC2CCN(C3CCN(C)CC3)CC2)c1)c1ccccc1 (stereo not drawn),98,0.0,1,1,6,-0.5,-7,5,-2,0
CN(C)C(=O)C[n+]1ccc(C(N)=O)cc1,99,0.0,2,1,-1,-1.3,-4,14,1,4
CCOc1cc(CN2CCN(C(=O)CC(C)C)CC2)ccc1OC,97,-0.1,-6,-8,-6,-2.5,.,-1,0,2
O=C(NC(=S)Nc1ccccc1N1CCCC1)c1ccc([N+](=O)[O-])cc1,104,0.2,-4,-12,-6,0.6,-5,-4,0,16
Cc1nc([N+](=O)[O-])c(Sc2nc3ccc([N+](=O)[O-])cc3[nH]2)n1Cc1ccccc1,95,0.0,-6,-3,-4,-3.8,-16,2,11,12
Cc1ccc(-n2cc(C(=O)c3ccccc3O)cn2)cc1,106,-0.2,1,3,-33,3.5,-7,15,-19,-3
COc1ccc(Cc2nnc(NS(=O)(=O)c3ccc(Cl)cc3)s2)cc1OC,91,-0.2,4,10,-11,3.9,-7,3,0,-1
CCCNC(=O)CSc1n[nH]c(=O)n1CCc1ccccc1,96,0.0,1,-1,12,-3.4,-4,12,1,3
CCOC(=O)C1=C(COC(=O)/C=C/c2cc(Br)ccc2F)NC(=O)NC1C (stereo not drawn),96,0.3,3,10,-1,-0.6,-3,-14,-1,8
S=C(NCc1ccc(Cl)cc1)NCc1ccccn1,100,0.1,1,4,7,-2.4,3,4,-1,0
CCCCN(C)C(=O)CCC(=O)NNc1nc2ccccc2c2nc(C)nn12,98,0.1,0,6,-5,0.2,-3,-2,2,3
COCCNc1nc(-c2ccccc2CO)c2sc(-c3ccccc3)cc2n1,91,0.0,-6,-1,8,-1.9,.,-9,23,-9
O=C(O)c1cocc1C(=O)O,101,-0.3,1,-13,-4,-0.5,-20,.,1,0
Cn1c(=O)cc(SCC(=O)N2CCCC2)c2ccc(Cl)cc21,89,0.1,1,3,-1,-0.5,-6,.,.,4
CN1CCC(N(C)C(=S)NC(=O)c2cc(-c3cccc(Br)c3)nc3ccccc23)CC1,95,-0.1,-5,4,5,0.8,-6,1,0,0
Cc1ccc(NC(=O)c2cccnc2)cc1S(=O)(=O)N(C)C,91,0.5,2,8,6,2.8,-5,-5,1,-3
Cc1ccc(C)c(C(=O)C(C)Sc2nc3nn(-c4ccccc4)c(=O)c-3c3n2CCCCC3)c1 (stereo not drawn),96,-0.4,6,-6,8,-1.0,-10,-6,-1,9
S=C(c1ccc2c(c1)OCO2)N1CCOCC1,97,0.0,0,2,4,-0.9,-4,-4,0,-11
CC1Cc2ccccc2N1S(=O)(=O)c1cccc(C(=O)NNC(=O)c2ccccc2F)c1 (stereo not drawn),103,0.3,4,-5,-8,-1.3,-5,-5,0,4
Cc1nc(-c2ccccc2)nc2[nH]c(-c3ccccc3)cc(=O)c12,86,-0.2,6,3,32,5.6,-5,.,.,2
O=C(CNS(=O)(=O)c1ccc(F)c(Cl)c1)N1CCCC1,96,-0.1,-2,-2,2,-0.5,-4,23,2,6
COc1ccc(S(=O)(=O)N2CCCC2C(=O)Nc2ccc(C(C)=O)cc2)cc1 (stereo not drawn),100,0.2,-2,.,-6,-1.4,-4,-8,-6,-4
CCNCc1cc(Br)c(OCC(=O)Nc2ccccc2)c(OC)c1,98,0.8,-6,-1,11,-1.5,-5,5,-4,8
NNC(=O)c1cc2ccccc2cc1O,93,-0.2,-1,2,65*,-0.6,-6,-2,-9,0
CC1(C)CC(=O)C(C=NCCN2CCN(C3CC(=O)N(c4ccc(Br)cc4)C3=O)CC2)=C(O)C1 (stereo not drawn),99,0.5,3,6,7,3.4,-5,-5,0,33*
COc1ccc(NC(=O)CCCc2ccccc2)cc1OC,97,0.0,0,-12,4,-1.4,-8,0,0,6
CCOC(=O)CSc1nc2c(c(=O)n1-c1ccc(OC)cc1)SCC2,98,-0.1,2,.,0,0.1,-6,-1,0,11
COCCn1c(SCC(=O)NC2(C#N)CCCCC2)nc2ccccc2c1=O,98,0.1,3,-2,10,1.3,-7,2,-2,10
COc1ccc(NS(=O)(=O)c2cc(NC(=O)C3CCCO3)ccc2N2CCCC2)cc1 (stereo not drawn),100,-0.2,-2,3,-5,-0.6,-3,24,1,-4
CCN(CC)CC(=O)N1c2ccccc2Sc2ccccc21,102,0.0,-5,-4,11,-0.3,-19,-5,-3,6
CCN(CC)c1ccc(C2=NNC(=O)CC2C)cc1[N+](=O)[O-] (stereo not drawn),102,-0.8,-4,9,-5,-1.4,-4,-3,1,-6
COc1ccc(-c2cnnn2-c2ccc(NC(=O)c3ccc(S(=O)(=O)N4CCCCC4)cc3)cc2)cc1,94,1.2,3,8,-2,-3.9,-11,-3,-5,-2
O=C1CCCC(O)=C1N=Nc1ccc(C(=O)O)cc1,99,0.1,-2,13,7,-1.3,-4,-2,-1,-13
CCOC(=O)c1[nH]c2ccc(Cl)cc2c1-c1ccccc1,91,-0.2,1,-6,-1,1.6,-6,21,-3,1
O=C1c2ccccc2/C(=C\C#Cc2ccccn2)N1c1ccccc1,98,-0.5,-8,3,-2,-0.4,-5,8,-5,4
CCOC(=O)C1CCN(C(=O)CSC2=NCCS2)CC1,108,-0.1,3,6,3,-1.6,.,.,-1,-2
COC(=O)c1cccc(NC(=O)c2ccc3c(c2)C(=O)N(Cc2cccnc2)C3=O)c1,81,0.3,-5,-2,10,-0.7,.,.,.,14
O=C(Cc1ccc(F)cc1)Nc1cccc(-c2ccc3nncn3n2)c1,91,-0.1,-2,-1,11,-1.9,-1,5,1,18
c1ccc2c(c1)Cn1nc(Cc3nc4c(s3)CCCC4)nc1-2,100,-0.3,6,17,-2,-0.6,-4,-9,-1,1
C[C@@H]1COC(=O)[C@@H](Cc2ccc(F)cc2)C/C=C\C[C@@H](CC(=O)N(CCO)Cc2ccccc2)C(=O)N1,103,-0.1,6,12,5,-2.3,-8,9,0,0
COc1ccc(C(=O)CSc2nnc(-c3ccco3)c(-c3ccco3)n2)cc1,96,-0.4,11,7,6,-0.3,-5,-1,1,-5
O=C(NCc1ccccc1)c1ccc(-c2cn[nH]c2)c2ccoc12,97,-0.2,-3,-67,0,1.1,-6,7,-2,-6
CN1CCN(c2ccc(CNC(=O)C3Cc4c(-c5ccccc5)ccnc4O3)cc2)CC1 (stereo not drawn),109,0.2,-10,-2,6,0.0,-6,-5,-2,6
O=C(CCN1C(=O)C2CCCCC2C1=O)Nc1nc(-c2ccc(F)c(F)c2)cs1 (stereo not drawn),95,0.1,14,-1,3,-0.7,-3,-3,0,11
O=C(NCC(c1cccnc1)N1CCN(c2ccc(F)cc2)CC1)c1ccco1 (stereo not drawn),95,0.0,2,.,3,2.0,-4,15,0,4
CCC(C)NC(=O)C1CCN(S(=O)(=O)N2CCOCC2)CC1 (stereo not drawn),97,-0.2,2,-7,0,0.7,-20,24,1,19
Cc1sc2ncnc(NCCCN3CCCC3=O)c2c1C,96,0.0,-2,-1,2,-1.9,4,13,-2,5
N#Cc1c(N)nc2c(c1-c1ccc(F)cc1)CCC2,104,0.1,-5,2,3,-1.0,-4,-6,1,1
O=C(O)c1cccc(NC(=S)N/N=C/c2cccc(O)c2)c1,98,-0.6,1,0,-9,-1.2,-18,1,2,3
O=C(COC(=O)c1ccc([N+](=O)[O-])s1)Nc1ncc(C(F)(F)F)cc1Cl,95,-0.1,0,5,38,-1.5,-3,-14,-1,4

3 compounds out of the list above, arranged by their value in MC4R antag cAMP, ascending.
SMILES | MC4R antag cAMP
COc1ccc(NS(=O)(=O)c2cc(NC(=O)C3CCCO3)ccc2N2CCCC2)cc1 (stereo not drawn) | -4
O=C1c2ccccc2/C(=C\C#Cc2ccccn2)N1c1ccccc1 | 4
O=C(Cc1ccc(F)cc1)Nc1cccc(-c2ccc3nncn3n2)c1 | 18

High-throughput results: PubChem BioAssay, several laboratories

Rows are unselected; 3.6% or so of the library scored in one or more.
